Screening results (PubChem BioAssay)
AddAB inh – growth inhibition of E. coli expressing H. pylori AddAB, primary screen, AddAB inhibitor project, absorbance; 330,000 tested, 0.29% active; AID 435030, 2010; inhibition, % at 11.9 µM; in the data active = inhibition above about 12%;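 also: 0% = vehicle wells of infected cells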
SR-BI HDL uptake – inhibitors of SR-BI mediated HDL lipid uptake, primary screen, ldlA[mSR-BI] cells, fluorescence, single point. Scavenger receptor class B member 1 (Mus musculus), Q61009. 320,000 tested, 0.96% active. inhibition, % at 12.5 µM. ldlA[mSR-BI] CHO cells, DiI-HDL uptake fluorescence, 3 h;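 active = mean replicate inhibition of at least 70% and a set share of replicates each scoring 70 or more; inconclusive = meets just one of the two criteria; inactive = fails both criteria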;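 also: 0% = median of neutral control wells and 100% = median of positive control wells; values of inactives mirror those of a sister screen read the other way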
Target sequence (Q61009 whole entry, looked up): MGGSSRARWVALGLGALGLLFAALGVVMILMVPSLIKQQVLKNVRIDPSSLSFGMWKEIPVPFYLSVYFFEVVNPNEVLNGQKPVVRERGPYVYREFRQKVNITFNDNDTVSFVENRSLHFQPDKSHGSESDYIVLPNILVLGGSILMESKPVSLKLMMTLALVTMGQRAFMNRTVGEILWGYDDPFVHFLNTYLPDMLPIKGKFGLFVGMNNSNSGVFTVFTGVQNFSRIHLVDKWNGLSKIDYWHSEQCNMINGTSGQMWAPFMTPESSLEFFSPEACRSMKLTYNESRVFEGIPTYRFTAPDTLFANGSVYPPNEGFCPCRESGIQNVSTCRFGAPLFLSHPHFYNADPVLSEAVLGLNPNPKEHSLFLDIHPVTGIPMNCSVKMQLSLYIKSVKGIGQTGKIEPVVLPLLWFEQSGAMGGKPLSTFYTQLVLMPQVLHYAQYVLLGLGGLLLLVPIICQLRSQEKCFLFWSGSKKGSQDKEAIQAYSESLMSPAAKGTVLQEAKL
Tat export inh – E. coli Tat export inhibitors, primary screen, MC4100, TorA-mCherry reporter, fluorescence, single point. inhibition, % at 10 µM. 340,000 tested, 0.036% active;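 active = mean replicate inhibition at least 50% and at least half of replicates individually reaching 50%; inconclusive = only one of the two criteria met; inactive = neither criterion met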;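 also: exported cargo escapes ClpAP degradation while cytoplasmic cargo is degraded and loses fluorescence; 0% = median of neutral control wells and 100% = median of NaSCN control wells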
SR-BI DiI-HDL act – activators of SR-BI mediated DiI-HDL uptake, primary screen, ldlA[mSR-BI] CHO cells, DiI fluorescence. activation, % at 12.5 µM. 320,000 tested, 0.096% active. 3 h; 100 = double the neutral-control signal. AID 504775, 2011;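 active = mean replicate activation of at least 60% and every replicate at or above 60%; inconclusive = mean or all-replicate condition met, but not both; inactive = mean below 60% and not all replicates reaching 60%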;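 also: 0% = median plate neutral-control signal and 100% = twice that signal; values of inactives mirror those of a sister screen read the other way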
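Material: SR-BI-overexpressing, LDLR-lacking CHO cells; schedule: compound exposure 3 h, 37 °C; reagent: DiI-labelled HDL at 10 µg/mL final; technique: bottom-read fluorescence, 550/595 nm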
MITF act – activators of MITF-driven TRPM1 promoter reporter, primary screen, cell-based, SK-MEL-5, luciferase, single point | AID 588334, 2011 | 300,000 tested, 0.75% active | activation, % at 12.5 µM | SK-MEL-5 TRPM1-promoter luciferase, 24 h; % of positive control, neutral wells = 0;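 active = mean activation of at least 80% with every replicate also reaching 80%; inconclusive = mean reaches 80% but some replicate falls short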;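 also: 0% = neutral control wells and 100% = parthenolide positive control wells; values of inactives mirror those of a sister screen read the other way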
phage Ecoli inh – growth loss of phage-infected E. coli, primary screen, RecBCD inhibitor project, absorbance, with phage, HTS | inhibition, % at 11.9 µM | 360,000 tested, 0.26% active; in the data active = inhibition above about 11%
CAL PDZ FP-1 – CAL PDZ peptide-binding inhibitors, primary screen, biochemical, fluorescence polarization, Cer-tagged CAL PDZ, HTS; Golgi-associated PDZ and coiled-coil motif-containing protein (Homo sapiens), Q9HD26; purified CAL PDZ, TMR-peptide fluorescence polarization, 1 h; inhibition, % at 20 µM; 330,000 tested, 0.02% active; AID 504414, 2011;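 active = highest replicate inhibition of at least 40%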;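 also: plate controls were DMSO neutral control wells for no effect and unlabeled competitor peptide control wells for full effect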
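Test system: purified CerCALP PDZ construct; Compound dosing: one concentration, 20 µM compound; Also added: TMR-labelled reporter peptide T*-PRC34 bound in PDZ groove; Read-out: inhibition from polarization loss; Controls: unlabelled peptide and DMSO controls; Signal: FP readout, S and P plane fluorescence; Incubation: 1 h at RT.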
CAL PDZ FP-2 – untagged CAL PDZ binding inhibitors, primary screen, biochemical, fluorescence polarization, HTS; purified CAL PDZ, TMR-peptide fluorescence polarization, 1 h; inhibition, % at 24.9 µM; 300,000 tested, 0.92% active; AID 602252, 2012;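 active = mean inhibition of at least 30% with at least half of replicates also reaching 30%; inconclusive = no clear call, values can overlap the other calls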;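 also: 0% = DMSO neutral control and 100% = excess unlabeled competitor peptide PRC23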
Wnt act – Wnt/beta-catenin pathway activators, primary screen, cell-based, plate reader, single point; Wnt/beta-catenin reporter cell assay, activator; activation, % at 9.35 µM; 300,000 tested, 1.2% active; AID 743398, 2014; in the data active = activation above about 30%, passing the limit was not always enough; inconclusive = no clear call, values can overlap the other calls;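 also: 0% = neutral control wells and 100% = positive control wells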
Ecoli viability – E. coli V3065 growth inhibition, primary screen, counter-screen for AddAB inhibitor project, absorbance, OD600 | 18 h | inhibition, % at 11.9 µM | 330,000 tested, 0.27% active | AID 449728, 2010;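 active = inhibition above the campaign's mean inhibition across all tested compounds plus 3 SD, cut at about 9.9% in these data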;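 also: uninfected addAB+ strain grown without phage in ampicillin broth; 0% = DMSO wells and 100% = ciprofloxacin 0.95 µg/ml wells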
* marks the source's active call; other numbers are inactive results; ? = inconclusive; . = not tested or not shown; & = joins results of further samples.

A first look (8 entries):
SMILES	AddAB inh	SR-BI HDL uptake	Tat export inh	SR-BI DiI-HDL act	MITF act	phage Ecoli inh	CAL PDZ FP-1	CAL PDZ FP-2	Wnt act	Ecoli viability
CCOC(=O)[C@H]1[C@H]2COc3cc(OC)ccc3[C@@H]2N2C(=O)c3ccc(F)cc3NC(=O)[C@@]12C	-1.6	14.9	-17.8	-14.9	-1.4	2.5	-1.3	-2.0	0.6	-2.5
O=C(Cc1ccc(NC(=O)C2CCCN(C(=O)C3CC3)C2)cc1)Nc1ccc(C(=O)N2CCOCC2)cc1 (stereo not drawn)	.	0.6	0.7	-0.6	13.3	4.1	-0.4	-4.7	-1.6	.
Cc1c(N(C)C)nc2ccccc2c1N	1.4	-16.6	-2.1	16.6	7.5	-0.6	1.1	-0.9	0.5	-1.4
NC1=NC[C@@H](Cc2ccc(O)cc2)N1CCc1cc(C(F)(F)F)cc(C(F)(F)F)c1	0.8	18.9	-9.9	-18.9	-0.6	4.5	-0.5	-5.3	-2.9	5.3
CC(C)OC(=O)c1cccc(NC(=O)c2ccccc2)c1	1.5	22.9	5.9	-22.9	82.9*	3.2	-0.7	-1.4	?	0.4
COc1ccc(CN2CCC(=O)N(CCO)CC2)cc1OC	4.1	-9.2	-5.1	9.2	0.1	1.6	-2.3	-3.4	1.9	-3.1
CC(=O)c1sc(N/N=C\c2ccccc2O)nc1C	-1.0	52.6	-0.5	-52.6	75.6	4.3	0.0	-1.5	21.5	-1.7
C/C(=N\Nc1nc2ccccc2s1)c1ccc(Br)s1	-1.4	61.4	5.0	-61.4	-3.9	1.2	-1.4	-1.4	-3.7	-1.9

Results (from the top)
SMILES	AddAB inh	SR-BI HDL uptake	Tat export inh	SR-BI DiI-HDL act	MITF act	phage Ecoli inh	CAL PDZ FP-1	CAL PDZ FP-2	Wnt act	Ecoli viability
CCOC(=O)[C@H]1[C@H]2COc3cc(OC)ccc3[C@@H]2N2C(=O)c3ccc(F)cc3NC(=O)[C@@]12C	-1.6	14.9	-17.8	-14.9	-1.4	2.5	-1.3	-2.0	0.6	-2.5
O=C(Cc1ccc(NC(=O)C2CCCN(C(=O)C3CC3)C2)cc1)Nc1ccc(C(=O)N2CCOCC2)cc1 (stereo not drawn)	.	0.6	0.7	-0.6	13.3	4.1	-0.4	-4.7	-1.6	.
Cc1c(N(C)C)nc2ccccc2c1N	1.4	-16.6	-2.1	16.6	7.5	-0.6	1.1	-0.9	0.5	-1.4
NC1=NC[C@@H](Cc2ccc(O)cc2)N1CCc1cc(C(F)(F)F)cc(C(F)(F)F)c1	0.8	18.9	-9.9	-18.9	-0.6	4.5	-0.5	-5.3	-2.9	5.3
CC(C)OC(=O)c1cccc(NC(=O)c2ccccc2)c1	1.5	22.9	5.9	-22.9	82.9*	3.2	-0.7	-1.4	?	0.4
COc1ccc(CN2CCC(=O)N(CCO)CC2)cc1OC	4.1	-9.2	-5.1	9.2	0.1	1.6	-2.3	-3.4	1.9	-3.1
CC(=O)c1sc(N/N=C\c2ccccc2O)nc1C	-1.0	52.6	-0.5	-52.6	75.6	4.3	0.0	-1.5	21.5	-1.7
C/C(=N\Nc1nc2ccccc2s1)c1ccc(Br)s1	-1.4	61.4	5.0	-61.4	-3.9	1.2	-1.4	-1.4	-3.7	-1.9
COCCNC(=S)Nc1ccc(N2CCCCC2)cc1	3.0	2.3	5.1	-2.3	18.6	5.5	-0.1	.	2.0	0.9
CC(C)(C)CC(C)(C)N=C1Nc2ccccc2NC12C[C@H]1CCC(=O)N3CC[C@@H](C2)[C@@H]13 (stereo partly drawn)	.	-5.0	-0.2	5.0	17.2	2.9	-1.3	0.7	0.1	.
O=C(CN1CCN(C(=O)c2ccccc2Cl)CC1)Nc1cccc(S(=O)(=O)N2CCCC2)c1	.	-21.2	-7.0	21.2	-4.1	0.5	-0.3	1.4	-0.1	.
COc1cccc(/C=C/C(=O)OCC(=O)c2ccc(S(=O)(=O)N3CCCCC3)cc2)c1OC	-0.3	-10.0	-0.4	10.0	12.2	1.2	-1.0	-1.2	-4.5	-1.6
CCNC(=O)CSc1nnc(-c2cccs2)o1	2.1	-0.6	-3.6	0.6	11.8	2.5	-0.3	-3.0	-0.1	2.1
CCN(CC)c1nc(C(F)(F)F)nc2c1nnn2Cc1ccccc1	2.4	18.5	2.1	-18.5	.	0.8	-0.2	-1.2	-1.4	0.2
COc1cccc2c1OC1(C)CC2/C(=C(\C)O)C(=O)N1 (stereo not drawn)	2.3	-12.8	-8.2	12.8	-8.3	-0.3	.	-0.6	-1.7	-0.8
Cc1nnc(SC(C)C(=O)Nc2ccc(Cl)cn2)n1Cc1ccccc1 (stereo not drawn)	-0.4	-1.8	7.3	1.8	-1.3	2.0	-2.4	0.0	-2.7	0.7
CCCCNc1c(-c2cccc(SC(C)CC)c2)nc2ccc(Cl)cn12 (stereo not drawn)	1.2	52.1	2.9	-52.1	8.9	2.4&3.0	0.0	-3.5	11.4&-2.8	-3.0
CCCC[C@@H]1CNC(=S)N1CC1CCCCC1	5.3	-38.0	6.0	38.0	0.5	0.5	1.0	-3.3	-0.4	-4.4
COc1ccc(N/C(N)=N/c2nc(CSc3ccc(C)cc3)cc(=O)[nH]2)cc1	-1.2	-1.1	-4.5	1.1	16.2	1.8	-1.4	0.9	.	0.8
O=C(NCCc1ccccc1)c1ncn[nH]1	1.8	-13.5	-0.7	13.5	-4.8	2.7	-1.9	-3.0	.	0.8
CCCCC(=O)NCc1ccccc1Cl	4.2	11.1	-7.5	-11.1	10.7	2.5	-0.5	.	1.1	1.0
COc1ccc(S(=O)(=O)Nc2c3ccccc3nc(=O)n2-c2ccccc2)cc1	0.4	-7.7	-12.6	7.7	-0.9	-1.4	-1.2	12.1	-0.6	0.3
CC(=O)c1sc(NC(=O)CCCOc2ccc(Cl)cc2)nc1C	2.0	-7.3	1.9	7.3	-7.4	3.3	-1.3	.	-1.2	0.9
COc1ccc(S(=O)(=O)N2CCN(C3CC4CCC3C4)CC2)cc1 (stereo not drawn)	2.0	-10.3	2.0	10.3	12.2	2.0	-4.6	0.8	-2.2	-0.8
Cc1cc(C)c2nc(N3CCC(C(=O)NCCCN4CCCCC4)CC3)sc2c1	-0.2	24.1	4.6	-24.1	.	2.7	0.0	.	0.5	-3.4
COC(=O)c1ccsc1NC(=O)CN1C(=O)CCC1=O	-2.5	-14.8	-5.1	14.8	7.4	1.0	0.8	.	0.4	-0.7
Cc1cc2ccc3ccccc3c2cc1CN(C)C	1.9	5.5	-0.1	-5.5	.	1.6	-1.8	.	27.0	-2.6
O=C(C1CCCN(Cc2cccnc2)C1)N1CCCCC1 (stereo not drawn)	2.2	10.6	-5.0	-10.6	.	-2.1	-0.6	.	-1.0	0.5
CC1(c2ccc(Cl)c(Cl)c2)NC(=S)N2C1NC(=S)N2c1ccccc1 (stereo not drawn)	-0.4	4.4	0.6	-4.4	4.3	0.5	-1.9	-4.2	-3.6	0.6
CCCn1c(NC(=O)c2ccccc2Br)nc2ccccc21	-2.1	0.9	-1.6	-0.9	-1.0	0.0	-1.2	-4.0	5.2	-3.4
c1ccc2c(c1)nc(Nc1ccc3c(c1)OCO3)c1nnnn12	2.2	33.5	-6.1	-33.5	17.1	2.5	.	-0.2	.	1.6
O=C(Nc1c(Cl)cccc1Cl)C1CCN(C(=O)c2cccs2)CC1	3.5	.	-9.2	.	0.9	0.6	-2.9	-1.2	-0.9	0.3
COc1ccc(S(=O)(=O)N2CCC(C(=O)N3CCCCC3)CC2)cc1OC	0.7	8.5	-7.8	-8.5	.	0.3	-2.5	-1.2	2.0	-1.1
CC(=O)/C(=N/Nc1ccc(Br)cc1)N1CCCc2ccccc21	0.5	.	6.4	.	.	-0.3	-1.2	0.3	4.4	0.5
COc1ccccc1CNC(=O)C(=O)NCC(c1ccco1)N1CCOCC1 (stereo not drawn)	1.2	.	4.9	.	-6.1	-2.8	-3.3	0.2	0.3	0.4
COc1ccc(-c2sc3cc4c(cc3c2C#CC2(N)CCCCC2)OCO4)cc1	-0.8	43.3	17.0	-43.3	-16.6	1.4	0.5	-2.6	-1.8	-1.2
Cc1ccc(N=Nc2ccc(N)cc2C)c(S(N)(=O)=O)c1	-1.1	38.7	-1.9	-38.7	39.2	-0.3	-0.5	1.0	-0.7	-1.1
O=C(Nc1cc([N+](=O)[O-])ccc1N1CCOCC1)c1ccco1	-0.9	26.4	-0.4	-26.4	-3.2	2.3	-0.7	-0.3	-4.0	0.8
c1ccc(CSc2ncn[nH]2)nc1	3.3	-17.3	-0.1	17.3	-4.8	6.0	-1.2	1.9	-1.2	0.2
Cc1c(Br)c([N+](=O)[O-])nn1CC(=O)NCCc1c[nH]c2ccccc12	5.0	5.6	-0.3	-5.6	-2.4	-0.3	-0.4	-3.5	-3.5	0.4
COc1ccc(NCC(=O)Nc2ccc(Br)cc2F)c(OC)c1	-1.0	.	0.0	.	-8.4	1.1	-2.0	-3.5	2.7	-1.4
Clc1ccccc1N/N=C/c1ccc2c(c1)OCO2	1.8	12.4	-7.7	-12.4	50.8	5.4	-2.1	0.9	.	-1.3
CCOC(=O)C(Cc1ccccc1)c1ccnc2ncnn12 (stereo not drawn)	-1.0	-16.5	-4.8	16.5	-1.6	2.5	0.4	34.0*	0.8	0.6
C=C1C[C@H](O[C@@H]2O[C@H](CO)[C@@H](O)[C@H](O)[C@H]2O)[C@@H]2[C@H](OC(=O)[C@H]2C)[C@H]2[C@H](C)[C@H](O)C[C@@H]12	3.1	1.1	-5.8	-1.1	1.7	2.5	-0.6	0.6	-2.0	-0.4
